# FBW7 activator = human FBW7 E3 ligase activation, primary screen; AID 1259310; normalized activity (activation), % at 26.1 µM; AlphaScreen FBW7–phospho-cyclin E peptide binding, activator screen; Q969H0; 0.13% of 650,000 active; in the data active = normalized activity above about 1.9%;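 also: purified mutant Fbw7 with reduced substrate affinity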
# GPR151 ag = activators of human GPR151; Q8TDV0; PathHunter beta-arrestin GPR151 cells, luminescence; activation, % at 11.2 µM; 1% of 650,000 active; AID 1508602; in the data active = activation above about 4.9%;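 also: 0% = median of compound wells and 100% = cells with positive control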
# Target sequence (Q8TDV0 whole entry, looked up): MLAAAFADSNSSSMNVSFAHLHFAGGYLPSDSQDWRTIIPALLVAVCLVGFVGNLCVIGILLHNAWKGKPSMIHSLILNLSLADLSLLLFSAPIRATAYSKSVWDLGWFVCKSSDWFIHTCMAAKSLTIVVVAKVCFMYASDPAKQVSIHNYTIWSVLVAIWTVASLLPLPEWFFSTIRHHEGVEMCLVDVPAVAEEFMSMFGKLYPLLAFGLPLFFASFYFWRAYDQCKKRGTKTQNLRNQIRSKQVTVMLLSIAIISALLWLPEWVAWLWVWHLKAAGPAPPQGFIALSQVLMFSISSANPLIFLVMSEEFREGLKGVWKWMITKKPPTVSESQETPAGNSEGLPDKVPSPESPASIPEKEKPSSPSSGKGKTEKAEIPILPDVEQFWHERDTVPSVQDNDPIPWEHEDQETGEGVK
# TEAD-YAP inh = TEAD-YAP interaction inhibition | HEK-TIYL cells, TEAD-Gal4/YAP UAS-luciferase luminescence | 1.4% of 640,000 active | inhibition, % at 9.12 µM | AID 1259422; in the data active = inhibition above about 32%;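 also: 0% = median of test compound wells and 100% = reference inhibitor wells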
# MITF inh = blocks human microphthalmia-associated transcription factor; O75030; AlphaScreen MITF homodimerization, bead proximity signal; inhibition, % at 2.6 µM; 0.91% of 650,000 active; AID 1259374; in the data active = inhibition above about 50%;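 also: 0% = vehicle wells with protein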
# Target sequence (O75030 whole entry, looked up): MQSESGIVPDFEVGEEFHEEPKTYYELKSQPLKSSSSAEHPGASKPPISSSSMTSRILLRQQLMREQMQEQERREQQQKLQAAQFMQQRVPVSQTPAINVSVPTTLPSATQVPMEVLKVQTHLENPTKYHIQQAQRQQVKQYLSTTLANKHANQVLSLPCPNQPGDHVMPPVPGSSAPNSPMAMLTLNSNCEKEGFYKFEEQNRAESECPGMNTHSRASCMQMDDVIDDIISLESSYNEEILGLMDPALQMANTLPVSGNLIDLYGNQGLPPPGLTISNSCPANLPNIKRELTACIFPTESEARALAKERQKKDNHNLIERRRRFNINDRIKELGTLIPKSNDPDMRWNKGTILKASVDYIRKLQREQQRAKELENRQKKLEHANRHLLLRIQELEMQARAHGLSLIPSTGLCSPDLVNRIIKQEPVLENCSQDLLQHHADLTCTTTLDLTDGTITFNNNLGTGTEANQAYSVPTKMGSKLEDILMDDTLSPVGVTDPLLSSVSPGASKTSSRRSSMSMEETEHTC
# Starred values were filed as active, the others as inactive; & = joins results of further samples.
# Labels used below: A = FBW7 activator; B = GPR151 ag; C = TEAD-YAP inh; D = MITF inh
SMILES: CNc1c(NS(=O)(=O)c2ccc(C)cc2C)c(=O)oc2ccccc12
  A: -0.1; B: -1.6; C: -9; D: 38
SMILES: CCOC(=O)c1ccccc1NC(=O)c1ccc(Cl)cc1[N+](=O)[O-]
  A: -0.4; B: -0.3; C: -14; D: -5
SMILES: O=C1CC2(CCN(C(=O)C3CCCCC3)CC2)Oc2ccc(Cl)cc21
  A: -0.1; B: 1.5; C: -3; D: -5
SMILES: O=C(Nc1cccc2nsnc12)c1ccccc1F
  A: 0.4; B: -0.4; C: 4; D: 0
SMILES: CC(C)(C)c1ccc(CSc2nc(N)c(C#N)c(-c3ccccc3)c2C#N)cc1
  A: 0.8; B: 1.2; C: -12; D: 12
SMILES: CC(=O)Nc1ccc(NC(=O)C(C)SCc2ccccc2)cc1 (centres undefined)
  A: -0.1; B: 3.4; C: 11; D: 5
SMILES: Cc1ccc2c(c1)c(=O)c1ccccc1n2CCCC(=O)Nc1ccc(Br)cc1OC(F)(F)F
  A: -0.2; B: -0.9; C: -2; D: -6
SMILES: O=P(OCC1CC1)(c1ccccc1)c1ccccc1
  A: 0.0; B: -0.8; C: 2; D: 5
SMILES: NC(=O)Nc1ccc(C(=O)Nc2ccccc2I)cc1
  A: 0.7; B: 0.2; C: -9; D: -4
SMILES: CCOC(=O)C1=C(C)Nc2ncnn2C1c1ccc(F)c(Br)c1 (centres undefined)
  A: 0.2; B: 0.7; C: 4; D: 19
SMILES: Fc1ccc2nc3n(c2c1F)CCCCC3
  A: -0.1; B: -0.5; C: -7; D: 14
SMILES: Cc1ccc(OCC(=O)N/N=C/c2cn(C)c3ccccc23)cc1C
  A: 0.1; B: -0.5; C: 4; D: 7
SMILES: Cc1nc(NC(=O)Cn2nnc3ccccc3c2=O)sc1C
  A: 0.1; B: 1.9; C: 9; D: 7
SMILES: Cc1nc2sc(C(=O)N3c4ccccc4Sc4ccc(C(F)(F)F)cc43)c(N)c2c(C)c1C
  A: 0.1; B: -2.1; C: 9; D: 18
SMILES: O=C1CCCN1CCn1cnc2c(NCc3cccnc3)nc(Cl)nc21
  A: 0.0; B: 2.1; C: -6; D: 4

# (listing goes on)
# Labels used below: A = FBW7 activator; B = GPR151 ag; C = TEAD-YAP inh; D = MITF inh
SMILES: CC(C)n1cnc2c(Nc3ccccc3)nc(NC3CCC(O)CC3)nc21 (centres undefined)
  A: 0.1; B: -8.5; C: 68*; D: 3
SMILES: O=C(Nc1c2c(nn1-c1ccc(Cl)cc1)CS(=O)(=O)C2)c1ccccc1Cl
  A: 0.1; B: 0.0; C: -8; D: 5
SMILES: CCCCc1nc2ccccc2n1CC(=O)NN
  A: 0.3; B: 0.0; C: -9; D: 21
SMILES: NC(=O)COc1ccc(-c2noc(-c3cccs3)n2)cc1
  A: 0.1; B: -8.2; C: -2; D: 5
SMILES: CCOC(=O)c1nnn(-c2nonc2N)c1-c1ccc(Br)cc1
  A: 0.0; B: 1.3; C: -3; D: 7
SMILES: COc1ccccc1-n1c(SCC(=O)Nc2cccc(C)c2)nnc1-c1ccncc1
  A: 0.0; B: 0.1; C: 1; D: -14
SMILES: CCNC(=O)c1c(NC(=O)c2nc(S(C)(=O)=O)ncc2Cl)sc2c1CCCC2
  A: 0.0; B: 0.2; C: -1; D: 3
SMILES: COc1cccc(NC(=O)CN2CCN(CC(=O)Nc3ccccc3F)CC2)c1
  A: 0.0; B: -1.1; C: 17; D: 6
SMILES: O=C(COc1ccc(Br)cc1)Nc1cc([N+](=O)[O-])ccc1F
  A: -0.1; B: -0.1; C: -7; D: 2
SMILES: O=C(Cn1c2ccccc2c(=O)c2ccccc21)Oc1ccccc1Cl
  A: 0.2; B: -1.0; C: 1; D: -13
SMILES: Cn1cc([N+](=O)[O-])c(C(=O)n2cc(Br)cn2)n1
  A: 0.5; B: -2.0; C: 0; D: 4
SMILES: COc1ccc(-c2csc(N(C)C(=O)c3cccc(F)c3)n2)cc1
  A: 0.7; B: -1.0; C: -2; D: 6
SMILES: O=C1/C(=C/c2ccc(-c3ccc(Br)cc3)o2)C=C(c2ccccc2)N1c1ccc(-c2ccccc2)cc1
  A: 0.3; B: 0.3; C: -11; D: 21
SMILES: CN(/N=C/c1ccc2c(c1)OCO2)c1cc(=O)n(C)c(=O)[nH]1
  A: -0.1; B: 0.6; C: -2; D: -2
SMILES: O=C(NCc1cccs1)C(c1ccccc1)c1ccccc1
  A: 0.1; B: -1.5; C: -2; D: 10

# Carrying on.
# Labels used below: A = FBW7 activator; B = GPR151 ag; C = TEAD-YAP inh; D = MITF inh
SMILES: O=C(/C=C/c1cccc([N+](=O)[O-])c1)Nc1cccc2c1C(=O)N(c1ccccc1)C2=O
  A: -0.1; B: -0.6; C: 0; D: -11
SMILES: CC(C)Cc1ccc(S(=O)(=O)N2CCN(c3cccc(Cl)c3)CC2)cc1
  A: 0.0; B: -2.0; C: -1; D: 21
SMILES: COc1cc(Nc2cc(NCCCN3CCCC3=O)nc(N)n2)cc(OC)c1OC
  A: 0.0&0.1; B: -0.1&-2.2; C: -16&3; D: 10&35
SMILES: CNCCCOc1ccc(C(C)(C)c2ccccc2)cc1
  A: -0.1; B: 0.2; C: -4; D: 47
SMILES: O=C(CSc1ncnc2ccccc12)NCc1ccccc1
  A: -0.1; B: 1.0; C: -5; D: 1
SMILES: COC(=O)c1cc(-c2ccccc2)sc1NC(=S)NNC(=O)c1ccccn1
  A: -0.5; B: 2.8; C: -11; D: 28
SMILES: CC(C)C(=O)N1CCN(CCN2C(=O)c3cccc4cccc(c34)C2=O)CC1
  A: 0.2; B: 0.5; C: 1; D: 6
SMILES: CCCCCc1ccc(-c2ccc(-c3ccc(C#N)cc3)nc2)cc1
  A: -0.2; B: 0.6; C: 9; D: -16
SMILES: N#C/C(=C\c1cccc(OCc2ccccc2F)c1)c1nn(-c2ccccc2)c(N)c1C#N
  A: 0.0; B: -0.2; C: 0; D: 3
SMILES: COc1ccccc1N1CCN(S(=O)(=O)c2ccc(C)c([N+](=O)[O-])c2)CC1
  A: 0.0; B: 0.6; C: 5; D: -3
SMILES: O=C1CC(c2ccccc2)CC2=C1C(c1ccsc1)Nc1ccccc1N2 (centres undefined)
  A: -0.2; B: 0.1; C: 8; D: 2
SMILES: CCOC(=O)Cc1ccc(N(Cc2ccc(F)cc2)S(=O)(=O)c2ccc(Br)cc2)cc1
  A: 0.0; B: 2.5; C: -6; D: 3
SMILES: O=C(O)c1cccnc1Sc1ncnc2sc3c(c12)CCC3
  A: -0.1; B: 0.6; C: 7; D: -2
SMILES: N#Cc1c(N2CCN(C=O)CC2)nc(N)c2c(N)nc3c(c12)CC(=O)N3Cc1cccs1
  A: 0.0; B: 0.8; C: 1; D: 9
SMILES: COc1ccc(-c2noc(CN3C[C@@H]4CCC[C@H]3C4)n2)cc1
  A: -0.1; B: 2.3; C: -33; D: 6

# More results.
# Labels used below: A = FBW7 activator; B = GPR151 ag; C = TEAD-YAP inh; D = MITF inh
SMILES: CC(=O)c1c(C)[nH]c(C(=O)CSc2ccc3c(c2)OCCO3)c1C
  A: 0.2; B: 0.5; C: 28; D: 17
SMILES: COc1ccc(Cl)cc1C(=O)Nn1c(-c2cccs2)nc2ccccc2c1=O
  A: 0.2; B: -1.4; C: -1; D: 7
SMILES: CCOc1ccc(NC(=O)Cn2c(=O)n(CCCCC(=O)NCC(C)C)c(=O)c3ccccc32)cc1
  A: 0.3; B: -1.5; C: 13; D: 20
SMILES: O=C(COc1ccc2oc3c(c2c1)CCCC3)Nc1ccccc1
  A: 0.0; B: 0.9; C: -9; D: 1
SMILES: COC(=O)C(Cc1c[nH]c2ccccc12)NC(=O)C(C)C (centres undefined)
  A: 0.0; B: 1.0; C: 3; D: 24
SMILES: CCOc1ccccc1CN1C(=O)CCC1(C)C(=O)NC1CCCCCC1 (centres undefined)
  A: 0.0; B: -0.2; C: -2; D: -1
SMILES: COc1ccc(NC(=O)N(Cc2nnc3n2CCCCC3)c2cccc(C)c2C)cc1
  A: -0.1; B: -0.2; C: 1; D: 11
SMILES: C#CCN1CCN(C(=O)c2ccccc2)CC1
  A: -0.1; B: 1.8; C: -1; D: 1
SMILES: CCOc1ccc(S(=O)(=O)Nc2ccc(O)c(C(C(=O)OC(C)C)C(=O)C(F)(F)F)c2)cc1 (centres undefined)
  A: 1.4; B: 0.3; C: 0; D: 10
SMILES: COc1cc(/C=C2/C(=N)N3N=C(C(C)C)SC3=NC2=O)ccc1OCCOc1ccc(Br)cc1
  A: -0.2; B: 1.3; C: -9; D: 13
SMILES: NC(=O)c1cn(-c2ccccc2)nc1-c1ccc(Br)cc1
  A: 0.1; B: -0.4; C: 5; D: -21
SMILES: CCOc1ccc(C(=O)Nc2cc3nn(-c4ccccc4)nc3cc2C)cc1[N+](=O)[O-]
  A: 0.0; B: 0.9; C: 3; D: -11
SMILES: Cc1ccccc1-c1n[nH]n2c1nc(=O)c1ccccc12
  A: -0.1; B: -0.9; C: -1; D: 4
SMILES: COC(=O)c1ccc(S(=O)(=O)N2CCC3(CC2)Nc2ccccc2-n2cccc23)cc1
  A: -0.1; B: -0.5; C: -2; D: 20
SMILES: Clc1ccc(Nc2nc(-c3ccccc3Cl)nc3ccccc23)cc1
  A: 0.9; B: -0.4; C: 15; D: 7

# Part of the list above, with tabs.
smiles	FBW7 activator	GPR151 ag	TEAD-YAP inh	MITF inh
CNc1c(NS(=O)(=O)c2ccc(C)cc2C)c(=O)oc2ccccc12	-0.1	-1.6	-9	38
CCOC(=O)c1ccccc1NC(=O)c1ccc(Cl)cc1[N+](=O)[O-]	-0.4	-0.3	-14	-5
O=C1CC2(CCN(C(=O)C3CCCCC3)CC2)Oc2ccc(Cl)cc21	-0.1	1.5	-3	-5
O=C(Nc1cccc2nsnc12)c1ccccc1F	0.4	-0.4	4	0
CC(C)(C)c1ccc(CSc2nc(N)c(C#N)c(-c3ccccc3)c2C#N)cc1	0.8	1.2	-12	12
CC(=O)Nc1ccc(NC(=O)C(C)SCc2ccccc2)cc1 (centres undefined)	-0.1	3.4	11	5
Cc1ccc2c(c1)c(=O)c1ccccc1n2CCCC(=O)Nc1ccc(Br)cc1OC(F)(F)F	-0.2	-0.9	-2	-6
O=P(OCC1CC1)(c1ccccc1)c1ccccc1	0.0	-0.8	2	5
NC(=O)Nc1ccc(C(=O)Nc2ccccc2I)cc1	0.7	0.2	-9	-4
CCOC(=O)C1=C(C)Nc2ncnn2C1c1ccc(F)c(Br)c1 (centres undefined)	0.2	0.7	4	19
Fc1ccc2nc3n(c2c1F)CCCCC3	-0.1	-0.5	-7	14

# Following part
# Labels used below: A = FBW7 activator; B = GPR151 ag; C = TEAD-YAP inh; D = MITF inh
SMILES: O=C(Nc1ccc(F)c(F)c1)c1cccn(OCc2ccc(F)cc2)c1=O
  A: 0.0; B: 1.1; C: 10; D: -17
SMILES: Cc1ccc(NC(=O)C2OC3OC4(CCCCC4)OC3C3OC4(CCCCC4)OC23)cc1Cl (centres undefined)
  A: 0.0; B: -0.5; C: -10; D: 3
SMILES: COc1cccc(-c2nc3n(n2)C(c2cccnc2)C2=C(CCCC2=O)N3)c1 (centres undefined)
  A: -0.1; B: -0.7; C: -8; D: -5
SMILES: CCOc1ccc(-c2nc3cc(NC(=O)C4CCCN4C(=O)OCc4ccccc4)ccc3o2)cc1 (centres undefined)
  A: 0.0; B: 0.9; C: -11; D: -1
SMILES: Cc1ccc(NC(=S)N(Cc2ccccc2)Cc2ccccc2)c(C)c1
  A: 0.0; B: 0.4; C: 14; D: 0
SMILES: CCN(CC)S(=O)(=O)c1ccc(N=Cc2c(C)[nH]n(-c3cccc(Cl)c3)c2=O)cc1
  A: 0.1; B: -1.7; C: 9; D: 18
SMILES: CCOc1cc(-c2nnc(SCC(=O)NC(C)CC)nc2-c2ccc(OC)c(OCC)c2)ccc1OC (centres undefined)
  A: 0.2; B: 0.3; C: 6; D: -1
SMILES: CCCOc1ccc(CN2C(=O)C(=O)c3ccccc32)cc1
  A: -0.5; B: 1.0; C: -2; D: 9
SMILES: Cc1c(CSc2ccc(Br)cc2)nc2ccccn12
  A: -0.1; B: -1.2; C: 2; D: 13
SMILES: COc1ccc(NC(=O)Cn2c(=O)oc3ccccc32)cc1
  A: -0.1; B: -1.1; C: -8; D: -8
SMILES: O=C1CCC(C(=O)OCC(=O)C23CC4CC(CC(C4)C2)C3)N1 (centres undefined)
  A: 0.0; B: 0.3; C: 7; D: 0
SMILES: COc1ccc(-n2nc(C(=O)NCC(=O)NCCCN3CCOCC3)c3ccccc3c2=O)cc1
  A: 0.1; B: 1.4; C: -2; D: 0
SMILES: Nc1cc(=O)[nH]c(SCC(=O)N2CCN(C(=O)c3ccco3)CC2)n1
  A: 0.7; B: -1.1; C: 9; D: 15
SMILES: C/C(=N\NC(=S)Nc1cccc(C(=O)O)c1)c1ccc(C)cc1
  A: 0.3; B: 4.4; C: 11; D: 14
SMILES: COc1ccccc1OC(=O)C1CCCCC1
  A: 0.0; B: -0.7; C: -4; D: -22

# Other structures follow.
# Labels used below: A = FBW7 activator; B = GPR151 ag; C = TEAD-YAP inh; D = MITF inh
SMILES: Cn1cc(Cl)c(C(=O)OCc2ccc([N+](=O)[O-])cc2)n1
  A: -0.2; B: 0.8; C: -1; D: -1
SMILES: O=C1c2ccc([N+](=O)[O-])cc2NC(c2ccco2)N1/N=C/c1ccco1 (centres undefined)
  A: -0.1; B: -0.3; C: -20; D: -1
SMILES: Cc1cc(NS(=O)(=O)c2ccc(NC(=O)C(C)Oc3cccc(Cl)c3)cc2)no1 (centres undefined)
  A: 0.1; B: 0.4; C: -5; D: 4
SMILES: CCOC(=O)CCCCC(=O)c1c(C)n(C(=O)c2ccc(N3C(=O)CCC3=O)cc2)c(=O)n1C(=O)c1ccc(N2C(=O)CCC2=O)cc1
  A: -1.0; B: -0.6; C: -8; D: 107*
